# Screening results (PubChem)
# IEC-6 tox: counter-screen for KLF5 inhibitors: cytotoxicity in IEC-6 cells; AID 1825; hit rate 0.78% among 290,000; IEC-6 cytotoxicity, luminescence viability; inhibition, % at 5 µM; in the data active means inhibition above about 22%;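 further: 0% = plate median of test compound wells and 100% = cytotoxic reference compound wells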
# aSyn UTR inh: 5' untranslated region of α-synuclein, MLPCN primary screen | alpha-synuclein 5'UTR reporter, inhibitor activity | inhibition, % (tested at 7.5 µM) | hit rate 0.82% among 300,000 | AID 1813; in the data active means inhibition above about 60%; inconclusive means no clear call, values can overlap the other calls;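 further: H4 neuroglioblastoma cells stably carrying SNCA 5'UTR luciferase fusion; 0% = DMSO wells and 100% = positive control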
# HSF1 activator: increases HSF-1 driven luciferase reporter signal. NIH3T3-HGL HSF-1 luciferase reporter, MG132, 8 h; 100% = twice DMSO control signal. activation, % at 9 µM. hit rate 1.7% among 300,000. AID 504408;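 active means mean replicate activation of at least 50% with a set share of replicates each reaching 50%; inconclusive means only one of those two conditions met; inactive means mean below 50% and too few replicates reaching it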;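 further: 0% = median of the neutral control wells and 100% = twice that signal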
# Platelet DG rel: platelet dense granule release activity | inhibition, %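 (compounds screened at 7.5 µM in platelet-rich plasma)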 | AID 1663 | human platelet-rich plasma, SFLLRN dense granule ATP release, luminescence | hit rate 0.22% among 300,000;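 active means mean replicate score, as percent of positive control, at or above 50; inconclusive means mean below 50 but at least one replicate at or above 50; inactive means mean and every replicate below 50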
# HSP90 inh: HSP90 refolding inhibition in rabbit reticulocyte lysate; luciferase refolding luminescence, 3 h; AID 1789; hit rate 0.91% among 290,000; inhibition, % at 5.6 µM;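 active means inhibition above the screen-wide mean plus 3 SD, computed separately per campaign, cut at about 16% in these data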;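 further: 0% = DMSO wells and 100% = 60 µM geldanamycin wells; inhibitors lower the luminescence because luciferase stays unfolded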
# SKKanGAS inh: SKKanGAS growth inhibition. S. pyogenes SKKanGAS, kanamycin growth, BacTiter-Glo, 6 h. inhibition, % at 7.5 µM. hit rate 1.3% among 300,000. AID 1662;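 active means mean replicate score, as percent of positive control median, at least 50; inconclusive means mean below 50 but one replicate at or above 50; inactive means mean and every replicate below 50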;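 further: strain carries kanamycin resistance gene driven by streptokinase promoter and grows in 40 µg/ml kanamycin; loss of luminescence reflects streptokinase promoter inhibition or plain growth inhibition; 0% = median of DMSO wells and 100% = positive control at its reference dose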
# HSF1 inhib: HSF1 inhibition; activity change, negative = inhibition, % at 7.5 µM (by protocol); hit rate 0.77% among 300,000; NIH3T3-HGL HSE-luciferase, MG132-induced, luminescence 8 h; active compounds read low;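 active means more than half of replicate wells show activity change below -50%, luminescence cut by over half; inconclusive means some wells, but at most half, below -50%; inactive means no replicate well below -50%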;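 further: luciferase reports HSF-1 transcriptional activity via heat shock element; 0% = median of DMSO wells and -100% = zero luminescence signal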
# HIF act: HIF pathway transcriptional activation; U2OS HRE-luciferase reporter, luminescence; normalized: DMSO 0%, desferrioxamine 100%; activation, % at 7.5 µM (by protocol); hit rate 0.32% among 300,000;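 active means mean activation of at least 10% of the iron chelator positive control signal, with at least half of replicates also reaching 10%; inconclusive means mean and replicate majority disagree about reaching 10%; inactive means mean and most replicates under 10%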
# AI-2 QS mod: modulates the Vibrio harveyi AI-2 quorum sensing system; Vibrio harveyi JMH597 AI-2 luminescence/OD600 ratio, 9 h; active compounds read low; strain lacks LuxN and CqsS sensors; 0 = neutral-control median; activity change, % at 7.5 µM; hit rate 0.4% among 300,000; AID 2094; in the data active means activity change below about -75%, passing the limit was not always enough; inconclusive means no clear call, values can overlap the other calls;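 further: luminescence divided by OD600 gain over 9 h not by final OD600 alone; inactives centre near 13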
# KLF5 inh: inhibitors of KLF5 expression; DLD-1 KLF5 promoter-luciferase reporter, luminescence; AID 1700; inhibition, % at 5 µM; hit rate 0.23% among 290,000;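 active means inhibition above a per-plate limit of that plate's mean compound inhibition plus 3 SD, cut at about 60% in these data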;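 further: 0% = DMSO wells and 100% = LY294002 at 200 µM; higher means less KLF5 promoter-driven luciferase light; inactives centre near -14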
# An asterisk follows results filed as active; u = inconclusive; x = no result given. An unsorted share of the library, and some 6% of all compounds hit somewhere here.
1) N#Cc1ccsc1NC(=O)c1cnccn1
2) Cn1c(SCC(=O)Nc2ccc(C(N)=O)cc2)nnc1-c1cccs1
3) Cc1csc(NC(=O)CCC(=O)N(CC(=O)NC2CCCC2)c2ccccc2)n1
4) CCOC(=O)Cn1c(=O)c2c(nc(N3CCCCC3)n2C)n(C)c1=O
5) CCCc1nnc(NC(=S)Nc2ccccc2)s1
6) COc1ccc(N(CCC#N)C(=O)/C(C#N)=C\c2cccs2)cc1
7) COc1ccc(C(=O)CN2C(=O)NC3(CCCc4ccccc43)C2=O)cc1OC (stereo not given)
8) Cc1cc(OC(=O)c2ccccc2Cl)c([N+](=O)[O-])c(=O)[nH]1
compound no.	1	2	3	4	5	6	7	8
IEC-6 tox	-5	1	-2	3	-1	1	1	0
aSyn UTR inh	-7	10	1	-18	-127	-3	-15	-1
HSF1 activator	6	-11	0	7	19	17	19	6
Platelet DG rel	0	9	1	-48	-6	-2	1	13
HSP90 inh	-1	3	-2	-2	-3	5	-2	-2
SKKanGAS inh	-2	1	13	-3	19	3	-14	-5
HSF1 inhib	-2	-5	-2	-5	10	1	-6	-1
HIF act	-0.3	-0.2	0.2	-0.1	3.6	-0.8	-0.6	0.1
AI-2 QS mod	19	10	39	8	7	7	-30	21
KLF5 inh	8	-5	-11	2	-57	16	-15	-17

# Reprinted from the results shown, 2 compounds:
1) N#Cc1ccsc1NC(=O)c1cnccn1
2) Cn1c(SCC(=O)Nc2ccc(C(N)=O)cc2)nnc1-c1cccs1
compound no.	1	2
IEC-6 tox	-5	1
aSyn UTR inh	-7	10
HSF1 activator	6	-11
Platelet DG rel	0	9
HSP90 inh	-1	3
SKKanGAS inh	-2	1
HSF1 inhib	-2	-5
HIF act	-0.3	-0.2
AI-2 QS mod	19	10
KLF5 inh	8	-5

# Next part.
9) Cc1cc(C(=O)Nc2nnc(-c3ccccc3)s2)no1
10) COc1cccc(NC(=O)Nc2ccc(CC(=O)O)cc2)c1
11) COc1ccc(-c2nnc(SCc3nnc(-c4ccc(Cl)cc4)o3)n2-c2ccccc2)cc1
12) CCOc1ccc(NC(=O)CSc2n[nH]c(=O)n2-c2ccccc2)cc1
13) CCC1S/C(=N/N=C/c2ccco2)N(Cc2ccccc2C)C1=O (stereo not given)
14) CC1SCC(=O)N(CC(=O)Nc2ccc3c(c2)OCCO3)C1=O (stereo not given)
15) COc1ccc(/C(C)=N\NC(=O)c2ccc(-c3ccccc3)cc2)c(F)c1
16) O=C(c1ccco1)N1CCN(Cc2cc(=O)c(OCc3cccc(F)c3)co2)CC1
compound no.	9	10	11	12	13	14	15	16
IEC-6 tox	7	1	2	1	0	-2	1	x
aSyn UTR inh	-24	-28	8	-5	-6	13	21	-1
HSF1 activator	-12	2	23	3	-3	-2	11	4
Platelet DG rel	-45	4	-3	-7	15	-8	5	1
HSP90 inh	-3	1	-1	0	2	-1	-2	x
SKKanGAS inh	-2	-1	1	-9	-2	-2	31	-3
HSF1 inhib	1	-4	8	-6	1	-6	-5	1
HIF act	0.4	0.0	1.1	0.1	-0.2	-0.4	-0.7	-0.6
AI-2 QS mod	4	0	40	4	21	-18	21	-6
KLF5 inh	-32	-13	-13	-13	-17	-23	-43	x

17) Cc1cccc(C(=O)NCC(=O)OC(C)C(=O)Nc2ccc(Cl)cn2)c1 (stereo not given)
18) O=C(Nc1ccc2c(c1)CCCN2C(=O)c1ccccc1)c1ccccc1
19) COc1ccc(N2CCN(C(=O)CS(=O)Cc3nc(-c4ccc(OC)c(OC)c4)oc3C)CC2)cc1 (stereo not given)
20) CCCN1C(=O)c2ccc(C(=O)NC3=NCCS3)cc2C1=O
21) CCOC(=O)c1[nH]c(C)c(C(=O)N2CCOCC2)c1C
22) O=C(CCNS(=O)(=O)c1cccs1)NCc1cccs1
23) Cc1ccc(NC(=O)c2sccc2C)cc1[N+](=O)[O-]
24) CC(C)N(C(=O)Cn1c(SCC(=O)NCc2ccc3c(c2)OCO3)nc2ccccc21)C(C)C
compound no.	17	18	19	20	21	22	23	24
IEC-6 tox	x	18	-5	3	-6	-9	-2	-5
aSyn UTR inh	-13	-42	2	-1	14	-7	-217	27
HSF1 activator	11	9	-1	6	-10	-6	32	11
Platelet DG rel	24	47	11	-12	19	-2	-3	5
HSP90 inh	x	4	-5	-6	-2	-7	-2	-6
SKKanGAS inh	-1	10	0	-2	0	-3	9	0
HSF1 inhib	1	-2	-4	7	-4	-5	12	1
HIF act	-0.3	3.2	-0.4	-0.2	0.0	0.0	2.4	-0.4
AI-2 QS mod	13	9	10	17	-2	32	20	16
KLF5 inh	x	-73	-26	-11	-13	-3	-60	-36

25) CCOC(=O)C(O)(NC(=O)c1cccnc1)C(F)(F)F (stereo not given)
26) O=C(NCc1cc(C(F)(F)F)cc(C(F)(F)F)c1)C1CC(c2cccc([N+](=O)[O-])c2)=NO1 (stereo not given)
27) CC(OC(=O)CNS(=O)(=O)/C=C/c1ccccc1)C(=O)Nc1ccc(S(=O)(=O)N2CCCC2)cc1 (stereo not given)
28) Cc1ccccc1N=Nc1ccc(O)c2ncccc12
29) O=C(Nc1ncn[nH]1)c1cccc(S(=O)(=O)N2CCOCC2)c1
30) Cc1cc(C)n(C(=O)c2cccc(S(=O)(=O)N3CCOCC3)c2)n1
31) COc1ccc(/C=C/C(=O)NCCCN2CCCCCC2)cc1
32) CC1(C)OC(c2ccccc2)=C/C(=C\C=N\NC(=O)c2ccncc2)O1
compound no.	25	26	27	28	29	30	31	32
IEC-6 tox	2	2	1	-2	0	1	2	7
aSyn UTR inh	x	9	0	u	6	-10	-10	-6
HSF1 activator	x	u	4	89*	0	-11	13	7
Platelet DG rel	x	6	3	2	-5	-6	6	10
HSP90 inh	3	0	3	-1	-1	5	1	-1
SKKanGAS inh	x	-2	3	105*	0	-2	-8	0
HSF1 inhib	x	23	5	66	1	-5	2	-6
HIF act	x	-0.6	-0.7	38*	-0.2	-0.1	-0.5	-0.5
AI-2 QS mod	35	6	11	41	19	22	9	21
KLF5 inh	-21	-9	-17	-6	-20	-33	-34	-5

33) CCOc1ccc(CO[C@@H]2O[C@H](CO)[C@@H](O)[C@H](O)[C@H]2NC(C)=O)cc1OC
34) CCC(C)N(C(=O)COC(=O)c1cn(CC)c2nc(C)ccc2c1=O)C1CCS(=O)(=O)C1 (stereo not given)
35) Cc1ccc(CNC(=O)c2cc(S(=O)(=O)N3CCCC3)cn2C)cc1
36) O=C(Nc1ccc(-c2n[nH]c(=S)o2)cc1)c1ccccc1
37) CCOc1ccccc1CNC(=O)Cn1ccc2cc(S(=O)(=O)N3CCC(C)CC3)ccc21
38) Cc1ccc(NC(=O)CC2SC(=NCC3CCCO3)NC2=O)cc1Cl (stereo not given)
39) NC(=O)CN1CCOCCOCCN(CC(N)=O)CCOCCOCC1
40) Cc1ccc2[nH]c(CN3CCC(CO)(CC4CCCCO4)CC3)c(C)c2c1 (stereo not given)
compound no.	33	34	35	36	37	38	39	40
IEC-6 tox	-5	x	0	1	-7	2	-2	-1
aSyn UTR inh	7	4	10	-41	27	5	-14	42
HSF1 activator	-12	-17	6	19	2	5	-1	12
Platelet DG rel	2	3	-13	1	-7	-3	-2	-3
HSP90 inh	-4	x	-5	-3	-4	-5	-2	-4
SKKanGAS inh	1	-7	-4	7	11	-5	-2	-22
HSF1 inhib	-2	-5	-1	6	3	5	-1	2
HIF act	0.5	-0.2	0.2	1.0	-0.3	-0.6	-0.1	0.5
AI-2 QS mod	16	21	22	6	43	23	11	31
KLF5 inh	-6	x	12	-40	-29	20	-16	-10

# Down the list, quoted from above:
# Nos. 33–40 in HSF1 inhib, in turn: -2, -5, -1, 6, 3, 5, -1, 2

# More entries:
41) Cc1cccc(NC(=O)C2c3ccccc3Oc3ccccc32)n1
42) CCc1c(C)sc(NC(=O)OC)c1C(=O)N1CCCCC1
43) COc1ccc2sc(N(CCCN(C)C)C(=O)c3ccc(S(=O)(=O)N4CCCC4)cc3)nc2c1
44) O=C(O)c1ccccc1NC(=O)C1CCN(S(=O)(=O)c2cccc3nsnc23)CC1
45) O=C(NCCc1ccccc1)c1cc2sccc2n1Cc1ccccc1
46) CCc1ccc(OCC(=O)N/N=C/c2ccc(OS(=O)(=O)c3ccc(C)cc3)c(OC)c2)cc1
47) O=C(COc1ccccc1)N/N=C/c1ccc(O[C@@H]2O[C@H](CO)[C@@H](O)[C@H](O)[C@H]2O)cc1
48) Cc1ccc(S(=O)(=O)NC(C)CCc2ccccc2)cc1C(N)=O (stereo not given)
compound no.	41	42	43	44	45	46	47	48
IEC-6 tox	-6	7	x	-1	1	-3	6	7
aSyn UTR inh	-12	-7	-23	-23	4	-39	5	14
HSF1 activator	38	0	-14	-12	1	-1	27	32
Platelet DG rel	-6	-4	-12	3	2	-9	-2	-2
HSP90 inh	2	4	x	-5	8	2	0	-1
SKKanGAS inh	-10	-3	2	8	4	8	0	-2
HSF1 inhib	24	-10	0	-15	-3	-2	-3	10
HIF act	-0.1	0.2	0.0	-0.5	75*	0.5	-0.4	-24
AI-2 QS mod	18	11	1	26	0	16	38	15
KLF5 inh	-46	11	x	-26	3	-9	-23	-23

# Reprinted at random: three compounds from above.
46) CCc1ccc(OCC(=O)N/N=C/c2ccc(OS(=O)(=O)c3ccc(C)cc3)c(OC)c2)cc1
45) O=C(NCCc1ccccc1)c1cc2sccc2n1Cc1ccccc1
47) O=C(COc1ccccc1)N/N=C/c1ccc(O[C@@H]2O[C@H](CO)[C@@H](O)[C@H](O)[C@H]2O)cc1
compound no.	46	45	47
IEC-6 tox	-3	1	6
aSyn UTR inh	-39	4	5
HSF1 activator	-1	1	27
Platelet DG rel	-9	2	-2
HSP90 inh	2	8	0
SKKanGAS inh	8	4	0
HSF1 inhib	-2	-3	-3
HIF act	0.5	75*	-0.4
AI-2 QS mod	16	0	38
KLF5 inh	-9	3	-23

# (continued)
49) Cc1c2cnn(-c3ccccc3)c(=O)c2c(C)n1CCCC(=O)N1CCN(C2CCCCC2)CC1
50) CN1C(=O)/C(=C\c2cc(Br)cs2)c2ccccc21
51) Cc1ccc(S(=O)(=O)c2c(C)cc(C)nc2Cl)cc1
52) CC(C)C[C@H](N)c1nnc(S(=O)(=O)Cc2ccc(F)cc2)o1
53) Cc1ccccc1CNC(=O)c1ccc2nc(N3CCOCC3)sc2c1
54) COc1ccc(Nc2nc3c([nH]2)c(=O)[nH]c(=O)n3C)cc1
compound no.	49	50	51	52	53	54
IEC-6 tox	-1	8	-1	-7	2	-4
aSyn UTR inh	0	-188	4	-21	14	26
HSF1 activator	-10	0	-8	5	9	1
Platelet DG rel	-3	1	5	-3	-3	10
HSP90 inh	0	-9	1	12	0	-6
SKKanGAS inh	8	-8	1	-3	-7	-4
HSF1 inhib	-8	8	-7	10	4	3
HIF act	0.0	6.4	-0.1	-0.4	-0.2	-0.4
AI-2 QS mod	4	1	52	-88*	5	22
KLF5 inh	-45	-9	-6	2	-30	-44
